RAM network inh – blocks the yeast RAM network; S. cerevisiae dse1pr::URA3 reporter, 5-FOA growth OD615, 2 d; analog-sensitive cbk1-as2 kinase mutant strain; inhibition, % at 50 µM; 190,000 tested, 1.8% active; AID 868;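 active = inhibition above a set limit, 3 SD over mean compound inhibition, cut at about 8.4% in these data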;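 also: 0% = DMSO-only wells with no growth and 100% = 10 µM 1-NA-PP1 full growth; inhibition rescues growth on 5-FOA so higher OD means more RAM inhibition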
L major viab – inhibitors of Leishmania major promastigote growth; Leishmania major promastigotes, resazurin fluorescence viability; inhibition, % at 10 µM; 200,000 tested, 9% active; AID 1063; in the data active = inhibition above about 50%;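 also: promastigotes grown with compound for 44 hours at 28 °C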
FLuc act counter – affects firefly luciferase, flagging false hits in luciferase stimulation screens | P08659 | ATPlite luciferase biochemical, luminescence, 10 min; 0 = ATP-free wells, 1 = DMSO control | activation factor at 10 µM | 200,000 tested, under 10 active | AID 1027;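 active = luciferase activation factor, scaled between plate controls, of at least 2 with compound at 10 µM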
Target sequence (P08659 whole entry, looked up): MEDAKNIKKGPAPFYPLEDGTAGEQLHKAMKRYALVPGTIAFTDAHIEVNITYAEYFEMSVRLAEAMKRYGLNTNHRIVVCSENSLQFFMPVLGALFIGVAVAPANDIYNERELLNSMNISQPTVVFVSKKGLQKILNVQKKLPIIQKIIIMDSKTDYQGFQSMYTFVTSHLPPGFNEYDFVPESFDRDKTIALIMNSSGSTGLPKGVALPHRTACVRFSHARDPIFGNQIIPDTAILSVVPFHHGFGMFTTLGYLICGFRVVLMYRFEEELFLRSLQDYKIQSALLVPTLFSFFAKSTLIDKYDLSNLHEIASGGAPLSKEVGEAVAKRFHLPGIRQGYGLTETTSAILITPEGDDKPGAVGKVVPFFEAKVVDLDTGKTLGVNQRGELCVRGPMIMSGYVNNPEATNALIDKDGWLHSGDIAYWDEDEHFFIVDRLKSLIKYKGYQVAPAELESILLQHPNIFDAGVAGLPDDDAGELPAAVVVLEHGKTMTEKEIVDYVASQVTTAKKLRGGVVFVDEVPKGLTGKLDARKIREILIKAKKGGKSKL
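System: luciferase plus luciferin reagent, cell-free; medium: PBS as buffer for the ATP substrate; dosing: test compounds dosed from 2 mM stocks in 100% DMSO; timing: 10 min post-reagent at room temperature; measured by: luminescence measurement of luciferase light output; evaluation: luciferase activation, seen as luminescence increase over controls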
bIAP activator – intestinal alkaline phosphatase (bovine) activation; purified bovine IAP, CDP-star luminescence, 30 min; active compounds read high; fold of DMSO-control signal, blank-subtracted; activation factor at 20 µM; 200,000 tested, 0.17% active;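 active = activation factor of 2 or more at 20 µM, a signal rise over negative controls twice the positive control's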
FLuc inh counter – inhibits firefly luciferase, flagging false hits in luciferase inhibition screens; 200,000 tested, 1.5% active; ATPLite firefly luciferase biochemical luminescence, 10 min; inhibition, % at 10 µM; P08659; AID 1006;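 active = inhibition above about 50% when tested at 10 µM, limit read from the data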
bIAP inh – blocks bovine intestinal alkaline phosphatase activity; inhibition, % at 20 µM; 190,000 tested, under 10 active; AID 1019; purified bovine IAP, CDP-star luminescence, 30 min;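 active = over 50% inhibition of intestinal alkaline phosphatase at 20 µM in the single-dose screen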
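Assay system – bovine IAP enzyme · Quantity – bovine IAP at 1/65,000,000 final dilution · Detection – CDP-star luminescence signal · Times – 30 min reaction at room temperature · Also added – CDP-star substrate at 30 µM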
TNAP act hiacc – activators of human TNAP at high phosphate acceptor concentration; activation factor at 20 µM; AID 1136; purified TNAP, CDP-star luminescence, 1 M DEA, 30 min; active compounds read high; 0 = EDTA background, 1 = DMSO-only activity; 200,000 tested, under 10 active; P05186;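 active = activation factor at least 2 at 20 µM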
Target sequence (P05186 whole entry, looked up): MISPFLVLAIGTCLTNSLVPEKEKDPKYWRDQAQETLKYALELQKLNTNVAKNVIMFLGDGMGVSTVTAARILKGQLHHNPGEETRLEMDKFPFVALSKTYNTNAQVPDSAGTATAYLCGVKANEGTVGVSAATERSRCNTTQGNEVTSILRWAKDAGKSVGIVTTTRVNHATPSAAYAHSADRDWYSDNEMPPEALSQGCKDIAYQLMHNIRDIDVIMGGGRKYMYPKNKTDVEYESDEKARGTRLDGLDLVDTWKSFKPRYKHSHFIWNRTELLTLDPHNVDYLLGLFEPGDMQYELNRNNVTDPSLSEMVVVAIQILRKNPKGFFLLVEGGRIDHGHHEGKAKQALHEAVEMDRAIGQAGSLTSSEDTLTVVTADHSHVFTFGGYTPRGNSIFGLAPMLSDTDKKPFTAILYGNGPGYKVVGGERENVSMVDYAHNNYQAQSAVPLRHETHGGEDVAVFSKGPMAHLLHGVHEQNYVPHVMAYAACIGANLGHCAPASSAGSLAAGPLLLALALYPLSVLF
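Dosing: 20 µM single point. System: human TNAP. Amount: TNAP 1/800 final. Incubation: 30 min, room temperature. Read-out: TNAP activation factor scaled between EDTA and DMSO control wells. Signal: luminescence from CDP-star hydrolysis. Medium: 1 M DEA, pH 9.8, Mg2+, Zn2+. Control set: EDTA negative control, DMSO positive control.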
APP 5UTR inh – APP translation inhibition | 190,000 tested, 0.82% active | inhibition, % at 2 µM | SH-SY5Y APP 5'UTR-luciferase reporter, luminescence;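 active = inhibition above a set limit, derived from the sample mean plus 3 SD, cut at about 45% in these data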; also: values of inactives mirror those of a sister screen read the other way
TNAP inh hiacc – blocks human TNAP under high phosphate acceptor concentration; P05186; purified TNAP, CDP-star luminescence, 1 M DEA; inhibition, % at 20 µM; 200,000 tested, 0.03% active; AID 1135;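 active = over 50% inhibition of tissue-nonspecific alkaline phosphatase at 20 µM in the single-dose screen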;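 also: plate controls were DMSO wells for no effect and EDTA-quenched wells as full inhibition for full effect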
TNAP inh noacc – blocks human TNAP activity with no phosphate acceptor present | purified TNAP, CDP-star luminescence, 30 min | 200,000 tested, 0.26% active | P05186 | inhibition, % at 20 µM;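 active = tissue-nonspecific alkaline phosphatase inhibition above about 50% at 20 µM in the single-dose screen, limit read from the data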;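 also: 0% = DMSO negative control and 100% = EDTA positive control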
Active calls of the source: *; x = no result given.

The opening 2 compounds, ahead of the listing:
SMILES	RAM network inh	L major viab	FLuc act counter	bIAP activator	FLuc inh counter	bIAP inh	TNAP act hiacc	APP 5UTR inh	TNAP inh hiacc	TNAP inh noacc
CCOC(=O)c1ccc(CN(Cc2ccc(C)cc2)S(=O)(=O)c2cccc([N+](=O)[O-])c2)cc1	10*	-6	1.1	1	-7	3	1	-27	0	-10
COc1ccc(Cc2nnc(NC(=O)c3ccco3)s2)cc1OC	2.2	-5	1	1	-1	4	1	-3	0	-8

The listing, repeating the preview:
SMILES	RAM network inh	L major viab	FLuc act counter	bIAP activator	FLuc inh counter	bIAP inh	TNAP act hiacc	APP 5UTR inh	TNAP inh hiacc	TNAP inh noacc
CCOC(=O)c1ccc(CN(Cc2ccc(C)cc2)S(=O)(=O)c2cccc([N+](=O)[O-])c2)cc1	10*	-6	1.1	1	-7	3	1	-27	0	-10
COc1ccc(Cc2nnc(NC(=O)c3ccco3)s2)cc1OC	2.2	-5	1	1	-1	4	1	-3	0	-8
COc1ccc2cc(C(N)=O)c(=Nc3ccc(C)cc3)oc2c1	1.1	1	1.1	1	-6	-3	1	-16	-1	-5
O=C(Nc1ccc(NC(=O)c2cccs2)cc1)c1cccnc1	3.9	-3	1	1	-4	-3	1	-19	-1	-11
CCC(=Nc1ccc(Cc2ccncc2)cc1)c1c(O)n(C)c(=O)n(C)c1=O	-1.0	24	1.1	1	-5	2	1.1	9	-5	-7
O=C(CSc1nc(C2CC2)nc2ccccc12)N1c2ccccc2Sc2ccc(C(F)(F)F)cc21	3.0	16	1.1	0.9	-6	9	1	-4	-1	-13
O=C(CN1CCCCCC1)Nc1cc(C(F)(F)F)ccc1Cl	2.1	2	1.1	1	-5	-2	1	-26	-3	-9
O=C(c1cccs1)N1CCN(C(=O)C2CCCO2)CC1 (stereo not given)	0.0	-6	1.1	1.1	-8	-14	1	14	-1	-2
Cc1cc(SC2CCOC2=O)nc2ccccc12 (stereo not given)	1.4	-1	1.1	1	-7	0	1	3	-3	-11
COc1cc(/C=N/N=C(\N)c2nonc2N)cc(OC)c1OC	1.5	13	0.9	1	15	2	1	-7	-1	-6
CC(C)(C)c1ccc(N2C(=O)Cc3c2nc(N)c(C#N)c3N)cc1	1.9	8	1.1	1	-6	0	1	-54	-3	-6
Cc1cc(N2CCOCC2)nc2ccc(NC(=S)NCc3ccc4c(c3)OCO4)cc12	2.4	0	1.1	1.2	-9	-23	1	-20	-5	-20
C=CCn1c(SCc2ccc(Cl)cc2)nc2cc(C(=O)N3CCC(C(N)=O)CC3)ccc2c1=O	1.1	-3	1.1	1	-9	-2	1	12	-1	0
CN(Cc1ccno1)C(=O)CC1C(=O)NCCN1CC(c1ccccc1)c1ccccc1 (stereo not given)	0.4	-3	1	1	-3	-1	1	8	-2	-3
O=C(NCCN1CCOCC1)c1ccc2c(c1)N(Cc1ccccc1)CCS2	0.0	5	1.1	1	-9	-3	1	0	-4	-15
CCSc1nnc(NC(=O)C2Cc3ccccc3CN2S(=O)(=O)CC)s1 (stereo not given)	0.0	3	1	0.9	-1	14	1	0	0	-14
CC1=Nc2ccccc2/C1=C/c1sc(=S)n(-c2cccc(C(=O)O)c2)c1O	10.0*	-5	1	1	-4	3	0.6	-15	37	36
O=C(NCc1ccco1)c1nn2c(C(F)(F)F)cc(-c3cccs3)nc2c1Cl	3.8	0	1.1	0.9	-12	8	1	x	-4	2
Cc1nn(C)cc1S(=O)(=O)Nc1ccc2c(c1)OCCO2	0.7	-7	1	1.1	-4	-9	1	-21	-4	-9
Cc1ccc(CNC(=O)C(=O)NCC2OCCN2C(=O)c2cccs2)cc1 (stereo not given)	9.5*	-3	1.1	0.9	-7	10	1	7	-4	-14
O=C(Nc1nnc(SCc2c(Cl)cccc2Cl)s1)c1ccc2ncsc2c1	0.9	0	1.1	0.9	-5	12	1.1	7	-6	-4
CC(C)C(=O)NC(=S)Nc1ccccc1F	-0.4	-3	1	1	-3	-3	1	-2	1	-3
CC(C)CC(C(=O)OCC(=O)Nc1cccc(Cl)c1)N1C(=O)C2CC=CCC2C1=O (stereo not given)	1.7	6	1	1	-5	4	1	2	-4	-23
COC(=O)CS(=O)(=O)c1nnc([C@H](Cc2ccccc2)NC(=O)OC(C)(C)C)o1	1.8	101*	1	1	1	1	1	23	-4	-14
COc1ccc(CCN2CC(O)=C(c3nc(C)cs3)C2=N)cc1OC	0.9	-3	1	1.1	-3	-14	1	13	-1	-7
COc1cc(OC)cc(C(=O)N[C@H](C(=O)OCC(=O)N2CCc3ccccc32)C(C)C)c1	2.6	6	0.9	1.1	6	-9	1	-15	-2	-10
COCCN(C(=O)/C=C/c1ccccc1)c1c(N)n(Cc2ccccc2)c(=O)[nH]c1=O	0.2	-6	1	1	-5	-1	1	-22	-2	-7
O=C(NCc1ccc(Cl)cc1Cl)C(=O)N1CCCCC1	2.3	4	1	0.9	1	10	1	x	-5	-19
CSc1nnc(-c2nnc(SC)n2-c2ccccc2)n1-c1ccccc1	0.3	7	1	1	0	0	1	22	-3	-10
COc1cccc(NC(=O)CCN2C(=O)c3ccc([N+](=O)[O-])cc3C2=O)c1	2.5	10	1.1	1	-6	-4	1	1	-3	-8
O=C(N/N=C/c1sc2ccccc2c1O)c1ccccc1	1.6	98*	0.4	0.1	57*	x	0.9	53*	11	-35
COC(=O)CN1C(=O)S/C(=C/c2cc(C)n(C)c2C)C1=O	6.8	-8	0.5	0.9	48	6	1	-22	1	-8
O=C(Cc1cn(Cc2cccc(Cl)c2)c2ccccc12)N1CCCC1	0.5	99*	1	0.8	-3	16	1	7	-1	-3
CC(CCc1ccco1)NC(=O)Cn1nc(Cc2ccncc2)c2ccccc2c1=O (stereo not given)	0.7	0	1.1	1	-8	-3	1.1	13	-5	-14
CCN(CC)S(=O)(=O)c1ccc(C)c(NC(=O)COC(=O)[C@@H]2CCCN2C(=O)c2cccs2)c1	1.4	4	1.1	1.2	-6	-16	1	9	-1	0
COc1cccc(-c2cc(C(=O)NCCCn3ccnc3)no2)c1	-0.9	96*	1	1	-3	5	1	-22	-1	0
OC(COC(c1ccc(F)cc1)c1ccc(F)cc1)CN1CCc2ccccc2C1 (stereo not given)	1.1	20	1	0.9	-2	8	1	8	0	-21
S=C(Nc1cccnc1)NC1CCCC1	-0.2	1	1	0.7	-1	25	1	7	-1	-12
CCc1nc(SCC(=O)c2ccc3c(c2)OCCO3)c2ccccc2n1	1.7	19	1	1	-3	4	1	-14	-2	-16
CCOC(=O)N1CCN(C(=O)CSc2nnc(C3COc4ccccc4O3)o2)CC1 (stereo not given)	0.3	-1	1.1	1	-9	3	1.1	5	-5	-3
Cc1ccc(S(=O)(=O)NC(=NCC(=O)O)c2ccccc2)cc1	3.5	-6	1	0.9	-4	7	1.1	-2	-6	-13
Cn1c(=O)c2c(nc(N3CCN(Cc4ccccc4)CC3)n2CCCc2ccccc2)n(C)c1=O	2.2	42	1	1.1	0	-10	1.1	19	-6	-7
O=C(O)[C@H]1CCCC[C@H]1C(=O)NCCc1ccccc1	1.3	-3	1.1	0.9	-6	8	1	2	-4	-12
COC(=O)N/N=C/c1cc(Br)ccc1O	0.1	-3	1	0.9	0	10	1	2	-5	-12
CC(C)(C)C(=O)Nc1c2c(nc3c1CCC3)CCCC2	0.5	-4	1	1	-5	-2	1	2	0	-7
O=c1oc2ccccc2n1Cc1ccccc1	1.0	4	1	1.1	3	-9	1	-17	0	-3
O=S(=O)(Nc1ccc(Cl)cc1)c1ccc(N2CCOCC2)c(NC(=S)NCCN2CCOCC2)c1	1.2	-4	1.1	1.1	-6	-7	1	4	-5	-16
Cc1cccc(Nc2ncc3c(n2)CC(C)CC3=O)c1 (stereo not given)	2.0	1	0.7	1	32	2	1	-34	-5	-7
COc1ccc(NC(=O)C2CCCN2S(=O)(=O)c2ccc3c(c2)CCC(=O)N3)c(OC)c1 (stereo not given)	0.0	-6	1	1	-5	0	1	-15	-4	4
CCN1C(=O)C(NC(C)=O)c2cc(Br)ccc21 (stereo not given)	1.1	-9	1.1	1	-6	4	1.1	10	-5	-11

In another format: 2 of the compounds above
Sequence of screens: RAM network inh	L major viab	FLuc act counter	bIAP activator	FLuc inh counter	bIAP inh	TNAP act hiacc	APP 5UTR inh	TNAP inh hiacc	TNAP inh noacc
> COC(=O)CS(=O)(=O)c1nnc([C@H](Cc2ccccc2)NC(=O)OC(C)(C)C)o1
    1.8	101*	1	1	1	1	1	23	-4	-14
> COc1ccc(CCN2CC(O)=C(c3nc(C)cs3)C2=N)cc1OC
    0.9	-3	1	1.1	-3	-14	1	13	-1	-7

Carrying on.
SMILES	RAM network inh	L major viab	FLuc act counter	bIAP activator	FLuc inh counter	bIAP inh	TNAP act hiacc	APP 5UTR inh	TNAP inh hiacc	TNAP inh noacc
CCCOc1ccc(NC(=O)C2CC(=O)N/C(=N/N=C(C)/C=C/c3ccc(N(C)C)cc3)S2)cc1 (stereo not given)	2.3	3	0.9	1	8	3	1	-45	1	-18
CCOc1ccc(-n2cnnn2)cc1S(=O)(=O)NCCc1ccc(OC)c(OC)c1	0.3	0	1.1	1	-6	3	1	-11	-1	-7
O=C(O)Cn1cc(/C=C2\SC(=O)N(c3ccccc3)C2=O)c2ccccc21	2.7	-9	0.8	0.9	15	8	1	-27	1	-1
COC(=O)c1nn(-c2cccc(C(F)(F)F)c2)c(=O)cc1Sc1ccccn1	2.4	-3	1.1	0.9	-6	10	1.1	-17	-8	-3
CC1N(C)c2cc(NC(=O)c3cccs3)c(P(=O)(Nc3ccc([N+](=O)[O-])cc3)N3CCOCC3)cc2C1(C)C (stereo not given)	3.9	59*	1.1	1.1	-6	-13	1	-8	-4	-13
COCCn1c(=NC(=O)c2ccc3c(c2)OCO3)c(C#N)cc2c(=O)n3cccc(C)c3nc21	1.9	36	1.1	1	-6	0	1	5	-3	-7
Nc1nnnn1/N=C/c1ccccc1OCc1ccc(Cl)cc1	2.6	-1	1	0.9	-3	6	1	-8	2	-4
O=C(Nn1c(O)c(C=C2N=c3ccccc3=N2)sc1=S)c1ccccc1	5.4	-9	0.9	0.9	5	7	0.9	-3	10	-2
Nc1ccc(N2CCOCC2)cc1C(F)(F)F	1.1	-2	1.1	1	-7	5	1.1	-6	-6	-9
CCc1cccc2c(C(=O)COC(=O)c3ccc([N+](=O)[O-])s3)c[nH]c12	3.2	100*	1.1	0.9	-5	13	1.1	1	-6	-4
O=C(Cn1cc(C(F)(F)F)ccc1=O)N/N=C/c1ccccc1	-0.4	-5	1.1	1.1	-6	-11	1	-15	-4	-4
O=C(Nc1ccc(Cl)cc1C(=O)O)c1ccc2c(c1)C(=O)N(Cc1ccco1)C2=O	4.4	-8	0.9	1.1	10	-5	1	-6	2	-13
NC(=O)c1c(NC(=O)CSc2nnc(Cc3ccccc3)n2Cc2ccco2)sc2c1CCC2	2.9	8	1	1	-2	-4	1	-1	-5	-6

A few values from above:
CCOc1ccc(-n2cnnn2)cc1S(=O)(=O)NCCc1ccc(OC)c(OC)c1 – TNAP act hiacc = 1
Nc1ccc(N2CCOCC2)cc1C(F)(F)F – APP 5UTR inh = -6
O=C(Nc1ccc(Cl)cc1C(=O)O)c1ccc2c(c1)C(=O)N(Cc1ccco1)C2=O – TNAP inh noacc = -13
